p-CIP stab down: p/CIP-EGFP fusion destabilizers, primary screen, fluorescence, F442A cells; Q05BA5; 290,000 compounds, 0.01% hits; 16 h; decrease of EGFP signal, % at 10 µM;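 active = EGFP signal decrease of at least 30% at 10 µM or well 3 SD below plate mean, unless failing retest; inactive = the rest, including hits failing retest or dose response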; also: some compounds called inactive have numbers as strong as hits; many of its hits are not listed in these tables
CRFBP-R2 block: antagonists of CRF-BP/CRF-R2 complex, primary screen, cell-based, HEK293, calcium dye fluorescence, uHTS; inhibition, % at 11.8 µM; CRF-induced calcium fluorescence; 350,000 compounds, 0.59% hits;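 active = inhibition of the ligand-induced calcium signal above about 50% at the single tested concentration, limit read from the data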
UBC9 SUMO inh: inhibitors of in vitro SUMOylation cascade, primary screen, biochemical, HTRF, uHTS | HTRF SUMOylation assay, SAE1/SAE2 + UBC9 | inhibition, % at 35 µM | 290,000 compounds, 0.36% hits | SUMO-conjugating enzyme UBC9 (Homo sapiens), P63279; in the data active = inhibition above about 50%, passing the limit was not always enough; also: strong numbers were not always called active
Target sequence (P63279 whole entry, looked up): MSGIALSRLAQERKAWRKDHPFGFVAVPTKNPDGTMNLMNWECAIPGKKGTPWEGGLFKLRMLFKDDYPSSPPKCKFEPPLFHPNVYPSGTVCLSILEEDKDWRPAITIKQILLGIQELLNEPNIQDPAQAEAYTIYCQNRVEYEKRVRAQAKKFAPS
IDE cell activ: human IDE activators in live cells, primary screen, fluorescence polarization, HEK cells, FAbeta-B substrate; Insulin-degrading enzyme (Homo sapiens), P14735; FAbeta-B cleavage; 0% vehicle, 100% cell-free pure enzyme wells; activation, % at 5.96 µM; 340,000 compounds, 0.073% hits;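 active = activation above the mean of all tested compounds plus 3 SD, set per screening campaign, cut at about 17% in these data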
HCV NS3 hel inh: inhibitors of HCV NS3 helicase, primary screen, biochemical, Cy5 molecular beacon fluorescence. Hepatitis C virus NS3 helicase. NS3 helicase DNA unwinding. inhibition, % at 10.9 µM. 290,000 compounds, 0.56% hits. AID 1800, 2009;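 active = inhibition above the mean of all tested compounds plus 3 SD, set per campaign, cut at about 35% in these data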;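 also: 0% = DMSO wells and 100% = thioflavine S control wells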
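Compound dosing – single dose, 10.9 µM nominal final, DMSO 0.8% final · System – NS3 helicase fragment of HCV · Buffer or medium – MOPS pH 6.5, MgCl2, DTT, Tween20, BSA · Signal – Cy5 beacon fluorescence read at start and 1 h · Also added – annealed dual-labelled DNA beacon duplex, ATP-started · Schedule – 1 h at 25 °C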
VIM-2 inhibitor: VIM-2 metallo-beta-lactamase inhibitors, primary screen, biochemical, epi-absorbance readout, Pseudomonas aeruginosa enzyme; purified VIM-2, nitrocefin hydrolysis, epi-absorbance fluorescence; inhibition, % at 5.6 µM; 290,000 compounds, 0.89% hits; AID 1527, 2009;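 active = inhibition above the mean of all tested compounds plus 3 SD, cutoff set per screening run, cut at about 7.5% in these data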;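 also: red hydrolysis product quenches plate fluorescence so inhibitors raise well fluorescence; 0% = enzyme with DMSO and 100% = DMSO without enzyme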
IDE inh: human IDE inhibitors in live cells, primary screen, fluorescence polarization, HEK cells, FAbetaB substrate. Insulin-degrading enzyme (Homo sapiens), P14735. FAbetaB cleavage. inhibition, % at 5.59 µM. 320,000 compounds, 0.41% hits;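 active = percent inhibition above the average of all tested compounds plus 3 SD, set per screening campaign, cut at about 16% in these data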;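 also: IDE supplied by intact live HEK cells; FP after avidin binding of uncleaved biotin substrate so inhibition keeps polarization high; 0% = DMSO wells and 100% = 60 µM reference IDE inhibitor Ii1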
IMP-1 inhibitor: IMP-1 metallo-beta-lactamase inhibitors, primary screen, biochemical, epi-absorbance readout, Pseudomonas aeruginosa enzyme; metallo-beta-lactamase IMP-1 (Pseudomonas aeruginosa); purified IMP-1, nitrocefin hydrolysis, epi-absorbance fluorescence; inhibition, % at 5.6 µM; 290,000 compounds, 0.45% hits;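 active = inhibition above the mean plus 3 SD of all compounds in the same screening run, cut at about 4.5% in these data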;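 also: 0% = IMP-1 with DMSO and 100% = DMSO wells lacking enzyme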
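system = purified recombinant IMP-1 beta-lactamase | amount = 0.2 nM IMP-1, as dispensed | medium = HEPES buffer pH 7.1 with ZnSO4 and Brij 35 | times = 25 °C, 15 min preincubation, 25 min reaction | detection = plate fluorescence quenching by hydrolysis product, ex 480/em 530 nm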
GalR3 antag: GalR3 antagonists in HEK293 cells, primary screen, cell-based, fluorescence readout. AID 651719, 2012. 360,000 compounds, 0.44% hits. inhibition, % at 3 µM. Galanin receptor type 3 (Homo sapiens), O60755. HEK293 GalR3-CNG cAMP membrane potential fluorescence; galR3 body fused to GalR1 C-terminus;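 active = inhibition above the screen-wide average plus 3 SD, cut at about 13% in these data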;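 also: forskolin and galanin both at EC90 stimulate the cells; cAMP rise reported by CNG channel membrane potential dye signal; 0% = forskolin plus galanin with DMSO and 100% = forskolin alone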
Target sequence (O60755 1-299 limits assumed): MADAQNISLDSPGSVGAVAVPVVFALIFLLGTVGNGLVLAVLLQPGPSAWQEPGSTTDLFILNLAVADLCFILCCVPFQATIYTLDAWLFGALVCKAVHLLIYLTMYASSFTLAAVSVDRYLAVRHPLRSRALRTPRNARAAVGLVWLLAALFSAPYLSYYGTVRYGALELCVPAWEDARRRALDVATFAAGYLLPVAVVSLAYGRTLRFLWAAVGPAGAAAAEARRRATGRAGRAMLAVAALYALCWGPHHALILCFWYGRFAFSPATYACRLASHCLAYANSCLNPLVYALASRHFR
* hit, by the source's call; x = no result given.

IDE inh,p-CIP stab down,SMILES,UBC9 SUMO inh,HCV NS3 hel inh,GalR3 antag,IDE cell activ,VIM-2 inhibitor,CRFBP-R2 block,IMP-1 inhibitor
4,8,COC(=O)Cc1c(C(=O)OC)nnn1-c1cccc(C(F)(F)F)c1,-6,5,-4,0,-3.2,-18,-0.9
-2,-6,CN=C(Nc1ccc(C(=O)OC)s1)c1ccccc1,10,1,-3,-7,-2.5,-4,-0.4
-4,-12,CCCCNC(=O)c1c(C)cc(=O)oc1C,-9,1,-3,1,-3.2,-17,-4.7
3,4,O=C(CCCn1c(=S)[nH]c2ccsc2c1=O)NCc1ccco1,12,9,-1,-2,-3.8,-8,-3.9
9,9,COc1cccc(-c2nn(C)c3sc(C(=O)NCc4ccco4)cc23)c1,15,-9,-4,-8,-2.5,-1,-3.4
4,-7,O=C(NCCc1ccccc1)C1CCCN1C(=O)Nc1ccc(F)cc1 (stereo not given),2,-1,-6,1,-0.9,-14,-2.5
-1,-13,CCn1c(SCc2ccc(C)cc2)nnc1C1CCN(S(=O)(=O)c2ccc(OC)cc2)CC1,-6,-19,-2,4,-1.7,14,-2.5
4,-7,COc1cc2c(C(=O)N3CCN(c4ccccc4C)CC3)c(C)oc2cc1Br,7,-8,-6,0,0.1,-26,-0.7
-9,-10,COc1ccc(-c2cc(C(=O)Nc3cc(C)on3)c3ccccc3n2)c(OC)c1,10,-13,-5,3,-0.7,37,0.8
1,4,C/C(CC(=O)Nc1ccc2c(c1)OCCO2)=N\NC(=O)COc1ccc(C)cc1,7,1,-9,5,1.0,5,-3.1
5,-19,CCn1ccnc1CNC(=O)CC1C(=O)NCCN1Cc1ccc(OC)cc1OC (stereo not given),-12,6,-5,6,-3.8,2,-4.9
x,-15,c1ccc(N2CCN(CC3CCCCC3)CC2)cc1,11,-4,-13,0,-2.7,-5,-3.1
-3,-16,CN(C)c1nc(N)c([N+](=O)[O-])c(N2CCCCCC2)n1,8,-12,-3,-1,-0.9,-5,-1.5
5,x,CC1CCCCC12NC(=O)N(CC(=O)OCc1ccccc1F)C2=O (stereo not given),x,x,-3,-4,x,-14,x
3,6,CCN1CCN(C(c2cc3cccc(C)c3[nH]c2=O)c2nnnn2Cc2ccccc2)CC1 (stereo not given),0,-8,-7,4,-1.6,-2,-0.1
-3,3,COCCCN1CN(Cc2ccccc2)CNC1=S,7,-2,-1,2,0.1,10,-1.6
-2,-12,Cc1cnc(C)c(N2CCN(C(=O)C3CCC(=O)N(CCc4cccc(F)c4)C3)CC2)n1 (stereo not given),10,7,4,3,1.0,-5,-0.4
-2,x,COC(=O)c1ccc(NC(=O)CCN2C(=O)NC(C)(C)C2=O)cc1,x,x,-3,0,x,-6,x
0,1,CCNc1nc(NCC)n2c(SCC(=O)NC34CC5CC(CC(C5)C3)C4)nnc2n1,-5,-13,-3,4,-2.0,-27,-0.8
-2,-31,Cc1ccccc1C(=O)NC1CCN(Cc2nnnn2C2CCCC2)CC1,12,4,-3,8,-1.2,8,-7.7
0,-4,CSc1nsc(SCC(=O)Nc2ccc(Cl)c(C(=O)O)c2)n1,7,-2,-7,4,-1.9,13,-3.1
9,5,Cc1sc(-c2ccncc2)nc1OC(=O)c1ccc(Cl)cc1,-17,-1,-8,-8,-2.1,2,-0.9
-4,-6,O=C(O)/C=C/c1cccc(NC(=O)c2ccccc2)c1,-1,11,10,-1,-3.8,1,-2.4
2,x,Cc1noc(C)c1CSCC(=O)N(C)CC(=O)Nc1ccc(Cl)c(C(F)(F)F)c1,x,x,-3,2,x,19,x
-5,x,COc1ccc(OC)c(S(=O)(=O)Nc2ccc(-c3ccc4nnc(C)n4n3)cc2)c1,x,x,-3,2,x,-11,x
2,-2,CCCCOc1ccc(/C=C/C(=O)NC2=Nc3ccccc3NC(C)=C2C(=O)OCC)cc1OC,1,-8,-7,2,-2.7,4,-1.6
1,-2,Cc1cc(C(=O)Nc2ccc(Cl)cc2)c(C)n1-c1ccccc1,88*,0,-3,x,-1.4,-2,-0.9
-4,-14,C=CCn1c(COc2ccc(OC)cc2)nnc1SCn1nnc2ccccc2c1=O,-5,2,2,-3,-3.1,7,-4.7
5,-3,Cc1ccc(Cn2ncc3c(N4CCN(Cc5ccc(Cl)cc5)CC4)ncnc32)cc1,-30,3,53*,4,-3.5,-2,-3.1
-6,4,Nc1nc(N)c(N=Nc2ccc(Cl)cc2)c(=O)[nH]1,1,-2,-2,3,-2.5,2,-4.3
-1,10,O=C(Nc1ccc(Br)cc1F)c1sccc1-n1cccc1,-10,3,-6,0,0.0,-14,-1.4
2,0,Nc1nnnn1/N=C/c1cccc(O)c1,-4,8,-2,8,-2.3,6,-3.5
2,15,CNC(=S)NC12CC3CC(CC(C3)C1)C2,3,3,-5,-6,0.3,-3,1.2
4,0,O=C(CSc1nc(C2CC2)nc2ccccc12)Nc1ccc2c(c1)OCCO2,-3,2,-2,-4,-3.1,20,-2.9
3,-11,O=C(c1ccccc1)N(Cc1nc2ccccc2c(=O)[nH]1)C1CCCC1,-7,2,-4,5,-0.5,-22,-2.3
3,2,COc1ccc(/C=C2\SC(=O)N(CCNC(=O)Cn3cnnn3)C2=O)cc1,2,0,x,5,-6.2,0,-2.7

Some of the entries above, set out differently.
IDE inh,p-CIP stab down,UBC9 SUMO inh,HCV NS3 hel inh,GalR3 antag,IDE cell activ,VIM-2 inhibitor,CRFBP-R2 block,IMP-1 inhibitor,structure
-5,x,x,x,-3,2,x,-11,x,COc1ccc(OC)c(S(=O)(=O)Nc2ccc(-c3ccc4nnc(C)n4n3)cc2)c1
2,-2,1,-8,-7,2,-2.7,4,-1.6,CCCCOc1ccc(/C=C/C(=O)NC2=Nc3ccccc3NC(C)=C2C(=O)OCC)cc1OC
1,-2,88*,0,-3,x,-1.4,-2,-0.9,Cc1cc(C(=O)Nc2ccc(Cl)cc2)c(C)n1-c1ccccc1
-4,-14,-5,2,2,-3,-3.1,7,-4.7,C=CCn1c(COc2ccc(OC)cc2)nnc1SCn1nnc2ccccc2c1=O
5,-3,-30,3,53*,4,-3.5,-2,-3.1,Cc1ccc(Cn2ncc3c(N4CCN(Cc5ccc(Cl)cc5)CC4)ncnc32)cc1
-6,4,1,-2,-2,3,-2.5,2,-4.3,Nc1nc(N)c(N=Nc2ccc(Cl)cc2)c(=O)[nH]1
-1,10,-10,3,-6,0,0.0,-14,-1.4,O=C(Nc1ccc(Br)cc1F)c1sccc1-n1cccc1
2,0,-4,8,-2,8,-2.3,6,-3.5,Nc1nnnn1/N=C/c1cccc(O)c1

Record cards (already shown):
Listed for COc1cc2c(C(=O)N3CCN(c4ccccc4C)CC3)c(C)oc2cc1Br : IDE inh: 4; p-CIP stab down: -7; UBC9 SUMO inh: 7; HCV NS3 hel inh: -8; GalR3 antag: -6; IDE cell activ: 0; VIM-2 inhibitor: 0.1; CRFBP-R2 block: -26; IMP-1 inhibitor: -0.7
Listed for COCCCN1CN(Cc2ccccc2)CNC1=S : IDE inh: -3; p-CIP stab down: 3; UBC9 SUMO inh: 7; HCV NS3 hel inh: -2; GalR3 antag: -1; IDE cell activ: 2; VIM-2 inhibitor: 0.1; CRFBP-R2 block: 10; IMP-1 inhibitor: -1.6

Remaining list, next part
IDE inh,p-CIP stab down,SMILES,UBC9 SUMO inh,HCV NS3 hel inh,GalR3 antag,IDE cell activ,VIM-2 inhibitor,CRFBP-R2 block,IMP-1 inhibitor
7,-6,O=C(O)c1cccc(-c2nnn(Cc3ccccc3Cl)n2)c1,7,21,-3,2,-2.2,15,-3.6
1,x,Cc1ccc(C)c(NC(=O)CN(C)C(=O)c2ccc3[nH]c4c(c3c2)CC(C)CC4)c1 (stereo not given),x,x,-3,0,x,-12,x
2,x,Cc1c(Cl)cccc1NC(=O)CNC(=O)C1CC(=O)N(C2CCCC2)C1 (stereo not given),x,x,-5,-7,x,-1,x
5,x,COc1ccc(C)cc1-n1nnnc1SC(C)C(=O)NC1CCCC1 (stereo not given),x,x,-5,0,x,1,x
3,8,N#Cc1cc2c(nc1SCc1ccncc1)CCC2,-8,7,-3,-2,2.5,0,-1.0
-6,-7,Nc1nc2n(n1)C(c1ccco1)CC(c1ccc(F)cc1)N2 (stereo not given),5,-7,-2,5,0.0,-7,-0.8
0,1,O=S(=O)(/N=S1/CC=CCN1S(=O)(=O)c1ccccc1)c1ccccc1 (stereo not given),20,2,x,1,-1.0,2,-2.7
1,-3,COc1cc(C2C3C(=O)N(Cc4ccccc4)C(=O)C3ON2c2ccccc2)cc(OC)c1O (stereo not given),-10,-16,3,5,-2.1,-16,-2.2
-5,-1,Cc1ccc(Nc2nnc(SCC(=O)Nc3ccc(S(=O)(=O)N4CCOCC4)cc3)s2)cc1,-16,-23,2,2,-4.9,-23,-3.5
-1,-11,CCc1ccccc1N1C(=O)c2cccc3c(N4CCOCC4)c([N+](=O)[O-])cc(c23)C1=O,11,9,3,-2,0.6,-10,-2.4
1,-2,COc1ccccc1-n1c(-c2ccco2)n[nH]c1=S,2,-3,5,3,22*,31,-1.0
-1,9,O=C(NCCc1ccccn1)c1cccc(S(=O)(=O)N2CCc3ccccc32)c1,-8,11,-7,5,-0.3,6,-1.7
-2,-7,Cc1cccnc1NC(=O)Cn1nc(C)c([N+](=O)[O-])c1C,9,7,-2,-6,-2.6,-22,-2.5
